INS-1E ATP HTS: protection of INS-1E cells from cytokine death, primary screen, ATP luminescence, single point; AID 488910, 2010; INS-1E cytokine-induced death, 48 h; normalised: neutral wells 0, positive control 100; protection from cytokine-induced ATP loss, % at 10 µM; hit rate 0.1% among 20,000;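 active = mean replicate protection from cytokine-induced ATP loss at least 50% and at least 75% of replicates each reaching 50%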
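Material: INS-1E rat cells; Quantity: 8000 cells/well; Buffer or medium: phenol-red-free RPMI with 5% fetal bovine serum; Probe or stimulus: cytokine cocktail of IFN-γ, TNF-α and IL-1β; Compound dosing: single test concentration per compound, delivered by pin transfer; Incubation: 48 h co-treatment, 10 min post-lysis read; Signal: CellTiter-Glo luminescence.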
T cruzi HTS: inhibitors of intracellular Trypanosoma cruzi, primary screen, cell-based, plate reader, single point, set 2 | intracellular Trypanosoma cruzi in host cells | AID 651903, 2012 | activity score (inhibition), % at 5.01 µM | hit rate 4.9% among 22,000; in the data active = activity score above about 55%;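 note: parasites and compound incubated about four days before reading; 0% = median of neutral control wells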
Starred values were filed as active, the others as inactive; . = no result given. Compounds as they come; about 5.3% have a hit in one of these screens.

1	Cc1noc(C)c1NC(=O)Nc1ccc2c(c1)C(=O)N([C@H](C)CO)C[C@H](C)[C@H](CN(C)Cc1ccc(-c3ccccc3)cc1)O2
2	C[C@@H]1CN([C@@H](C)CO)C(=O)c2cc(NS(=O)(=O)c3cn(C)cn3)ccc2O[C@H]1CN(C)C(=O)NC1CCCCC1
3	C[C@@H]1CN([C@@H](C)CO)C(=O)c2cccc(NC(=O)C3CCOCC3)c2O[C@@H]1CN(C)C(=O)Nc1ccc2c(c1)OCO2
4	Cc1ccc(S(=O)(=O)Nc2cccc3c2O[C@@H](CN(C)C(=O)Nc2c(C)noc2C)[C@H](C)CN([C@H](C)CO)C3=O)cc1
5	COc1ccc(S(=O)(=O)Nc2ccc3c(c2)C(=O)N([C@H](C)CO)C[C@H](C)[C@H](CN(C)C(=O)Nc2cccc4ccccc24)OCCCC[C@@H](C)O3)cc1
6	C[C@@H]1CN([C@@H](C)CO)C(=O)c2cc(NS(=O)(=O)c3ccc(Cl)cc3)ccc2O[C@H]1CN(C)S(=O)(=O)c1ccc(Cl)cc1
7	COc1ccc(S(=O)(=O)N(C)C[C@H]2Oc3ccc(NC(=O)CCCN(C)C)cc3CC(=O)N([C@H](C)CO)C[C@H]2C)cc1
8	Cc1noc(C)c1NC(=O)N(C)C[C@H]1Oc2ccc(NC(=O)NC3CCCCC3)cc2C(=O)N([C@H](C)CO)C[C@@H]1C

| Assay by compound | 1 | 2 | 3 | 4 | 5 | 6 | 7 | 8 |
| --- | --- | --- | --- | --- | --- | --- | --- | --- |
| INS-1E ATP HTS | . | -2 | 7 | 4 | -5 | 3 | -7 | 10 |
| T cruzi HTS | 13 | -9 | 0 | -15 | -6 | 19 | -23 | -9 |

9	C[C@@H]1CCCCO[C@H](CN(C)C(=O)Nc2cccc3ccccc23)[C@@H](C)CN([C@H](C)CO)C(=O)c2cc(NS(=O)(=O)c3cccs3)ccc2O1
10	C[C@@H]1CCCCO[C@@H](CN(C)S(C)(=O)=O)[C@@H](C)CN([C@H](C)CO)C(=O)c2cc(NC(=O)c3ccccc3)ccc2O1
11	O=C(CCCCC(=O)N/N=C/c1ccc[nH]1)NO
12	Cc1ccc(S(=O)(=O)Nc2ccc3c(c2)C(=O)N([C@H](C)CO)C[C@@H](C)[C@H](CN(C)Cc2ccc(C(F)(F)F)cc2)O3)cc1
13	C[C@@H]1CN([C@H](C)CO)C(=O)Cc2cc(NS(C)(=O)=O)ccc2O[C@H]1CN(C)Cc1ccc(Cl)c(Cl)c1
14	C[C@H](CO)N1C[C@H](C)[C@H](CN(C)S(=O)(=O)c2cn(C)cn2)Oc2ncc(-c3cccc(C(F)(F)F)c3)cc2C1=O
15	CNC[C@H]1Oc2c(NC(=O)Nc3ccccc3)cccc2C(=O)N([C@@H](C)CO)C[C@H]1C
16	Cc1noc(C)c1NC(=O)Nc1ccc2c(c1)CC(=O)N([C@@H](C)CO)C[C@@H](C)[C@@H](CN(C)C(=O)Nc1ccccc1)O2

| Assay by compound | 9 | 10 | 11 | 12 | 13 | 14 | 15 | 16 |
| --- | --- | --- | --- | --- | --- | --- | --- | --- |
| INS-1E ATP HTS | 2 | 3 | 5 | -3 | 4 | . | -6 | 4 |
| T cruzi HTS | -2 | 1 | 5 | 3 | 3 | 15 | -34 | -11 |

17	C[C@H](CO)N1C[C@H](C)[C@H](CN(C)CC2CC2)Oc2ccc(NS(=O)(=O)c3cccs3)cc2CC1=O
18	C[C@@H]1CN([C@H](C)CO)C(=O)c2cc(NC(=O)c3ccncc3)ccc2O[C@@H]1CN(C)S(=O)(=O)c1cn(C)cn1
19	COc1ccc(NC(=O)Nc2ccc3c(c2)CC(=O)N([C@@H](C)CO)C[C@@H](C)[C@@H](CN(C)Cc2ccc(C(=O)Nc4ccccc4N)cc2)O3)cc1
20	Cc1noc(C)c1NC(=O)N(C)C[C@H]1Oc2ccc(NC(=O)Cc3cn(C)c4ccccc34)cc2C(=O)N([C@H](C)CO)C[C@H]1C
21	CC(C)NC(=O)Nc1ccc2c(c1)C(=O)N([C@H](C)CO)C[C@@H](C)[C@H](CN(C)C(=O)NC(C)C)O2
22	C[C@@H]1CN([C@@H](C)CO)C(=O)CCCn2cc(nn2)CO[C@@H]1CN(C)Cc1ccc(Oc2ccccc2)cc1
23	C[C@H](CO)N1C[C@H](C)[C@H](CN(C)Cc2ccc(O)cc2)OCc2cnnn2CCCC1=O
24	COc1ccc(NC(=O)Nc2cccc3c2O[C@H](CN(C)S(=O)(=O)c2cccs2)[C@@H](C)CN([C@@H](C)CO)C3=O)cc1

| Assay by compound | 17 | 18 | 19 | 20 | 21 | 22 | 23 | 24 |
| --- | --- | --- | --- | --- | --- | --- | --- | --- |
| INS-1E ATP HTS | 5 | -6 | -18 | 4 | 0 | -7 | . | 2 |
| T cruzi HTS | 3 | 23 | 60* | -25 | -4 | -9 | -27 | 10 |

25	COc1ccccc1S(=O)(=O)N(C)C[C@@H]1OCc2cn(nn2)CCCC(=O)N([C@@H](C)CO)C[C@H]1C
26	C[C@@H]1CCCCO[C@@H](CN(C)S(=O)(=O)c2cccs2)[C@@H](C)CN([C@H](C)CO)C(=O)c2cc(NC(=O)CCCCCC(=O)Nc3ccccc3N)ccc2O1
27	C[C@@H]1CN([C@H](C)CO)C(=O)c2cc(NC(=O)NC3CCCCC3)ccc2O[C@@H]1CN(C)Cc1ccc2c(c1)OCO2
28	C[C@@H]1CN([C@H](C)CO)C(=O)c2cc(NC(=O)Cc3cn(C)c4ccccc34)ccc2O[C@H]1CN(C)Cc1ccc(C(=O)Nc2ccccc2N)cc1
29	Cc1noc(C)c1S(=O)(=O)Nc1ccc2c(c1)C(=O)N([C@H](C)CO)C[C@@H](C)[C@@H](CN(C)Cc1ccc(-c3ccccc3)cc1)O2
30	C[C@@H]1CN([C@H](C)CO)C(=O)Cc2cc(NS(=O)(=O)c3cn(C)cn3)ccc2O[C@H]1CN(C)C(=O)NC1CCCCC1
31	Cc1noc(C)c1S(=O)(=O)Nc1ccc2c(c1)CC(=O)N([C@H](C)CO)C[C@@H](C)[C@H](CN(C)Cc1ccc(Oc3ccccc3)cc1)O2
32	COc1ccc(S(=O)(=O)N(C)C[C@H]2Oc3c(NC(=O)Nc4cccc5ccccc45)cccc3C(=O)N([C@H](C)CO)C[C@H]2C)cc1

| Assay by compound | 25 | 26 | 27 | 28 | 29 | 30 | 31 | 32 |
| --- | --- | --- | --- | --- | --- | --- | --- | --- |
| INS-1E ATP HTS | . | -12 | 1 | 7 | -24 | 5 | -7 | 3 |
| T cruzi HTS | -8 | -33 | -16 | 24 | 3 | -9 | 69* | -5 |

33	Cc1noc(C)c1NC(=O)Nc1ccc2c(c1)C(=O)N([C@@H](C)CO)C[C@@H](C)[C@H](CN(C)C(=O)Nc1c(C)noc1C)O2
34	C[C@H]1CN([C@@H](C)CO)C(=O)c2cccc(NS(=O)(=O)c3ccc(Cl)cc3)c2O[C@H]1CN(C)Cc1ccc(C(=O)Nc2ccccc2N)cc1
35	Cc1noc(C)c1NC(=O)N(C)C[C@H]1OCc2cn(nn2)CCCC(=O)N([C@@H](C)CO)C[C@@H]1C
36	C[C@H](CO)N1C[C@H](C)[C@@H](CN(C)Cc2ccc3c(c2)OCO3)Oc2ccc(NC(=O)Cn3cnnn3)cc2C1=O
37	C[C@@H]1CN([C@@H](C)CO)C(=O)c2cc(NC(=O)Nc3ccc4c(c3)OCO4)ccc2O[C@H]1CN(C)S(=O)(=O)c1ccc(Cl)cc1
38	COc1ccc(S(=O)(=O)Nc2cccc3c2O[C@@H](CN(C)Cc2ccc(Cl)c(Cl)c2)[C@@H](C)CN([C@@H](C)CO)C3=O)cc1
39	COc1ccc(NC(=O)Nc2ccc3c(c2)CC(=O)N([C@@H](C)CO)C[C@@H](C)[C@@H](CN(C)Cc2ccc(C(=O)O)cc2)O3)cc1
40	C[C@H]1CN([C@@H](C)CO)C(=O)c2cc(NC(=O)Nc3ccccc3)ccc2O[C@H]1CN(C)S(=O)(=O)c1ccc(Cl)cc1

| Assay by compound | 33 | 34 | 35 | 36 | 37 | 38 | 39 | 40 |
| --- | --- | --- | --- | --- | --- | --- | --- | --- |
| INS-1E ATP HTS | 13 | 8 | . | . | -11 | -16 | 12 | -9 |
| T cruzi HTS | -5 | 60* | -17 | 5 | 1 | 8 | -9 | 2 |

Look-ups from above:
In T cruzi HTS, Cc1noc(C)c1NC(=O)Nc1ccc2c(c1)C(=O)N([C@@H](C)CO)C[C@@H](C)[C@H](CN(C)C(=O)Nc1c(C)noc1C)O2 has -5
In T cruzi HTS, C[C@H](CO)N1C[C@H](C)[C@@H](CN(C)Cc2ccc3c(c2)OCO3)Oc2ccc(NC(=O)Cn3cnnn3)cc2C1=O has 5
In T cruzi HTS, COc1ccc(NC(=O)Nc2ccc3c(c2)CC(=O)N([C@@H](C)CO)C[C@@H](C)[C@@H](CN(C)Cc2ccc(C(=O)O)cc2)O3)cc1 has -9
In INS-1E ATP HTS, C[C@@H]1CN([C@@H](C)CO)C(=O)c2cc(NC(=O)Nc3ccc4c(c3)OCO4)ccc2O[C@H]1CN(C)S(=O)(=O)c1ccc(Cl)cc1 has -11
In T cruzi HTS, C[C@H]1CN([C@@H](C)CO)C(=O)c2cccc(NS(=O)(=O)c3ccc(Cl)cc3)c2O[C@H]1CN(C)Cc1ccc(C(=O)Nc2ccccc2N)cc1 has 60*

(cont.)
41	C[C@H]1CN([C@@H](C)CO)C(=O)c2cc(NS(C)(=O)=O)ccc2O[C@@H]1CN(C)Cc1ccc(C(F)(F)F)cc1
42	C[C@@H]1CN([C@@H](C)CO)C(=O)c2cc(NS(=O)(=O)c3cn(C)cn3)ccc2O[C@H]1CN(C)S(=O)(=O)c1ccc(F)cc1
43	Cc1noc(C)c1NC(=O)N(C)C[C@H]1Oc2ccc(NS(=O)(=O)c3cn(C)cn3)cc2CC(=O)N([C@H](C)CO)C[C@H]1C
44	O=C(NO)c1ccc(C(=O)N/N=C/c2cc(O)ccc2Br)cc1
45	C[C@@H]1CN([C@H](C)CO)C(=O)Cc2cc(NC(=O)CCC(F)(F)F)ccc2O[C@H]1CN(C)C(=O)Nc1ccc(F)cc1
46	C[C@H]1CN([C@@H](C)CO)C(=O)c2cccc(NS(C)(=O)=O)c2O[C@@H]1CN(C)S(=O)(=O)c1ccc(Cl)cc1

| Assay by compound | 41 | 42 | 43 | 44 | 45 | 46 |
| --- | --- | --- | --- | --- | --- | --- |
| INS-1E ATP HTS | -10 | 5 | 4 | 15 | 12 | 7 |
| T cruzi HTS | -1 | -1 | -59 | -6 | -16 | -9 |

Sorted by molecular weight (smallest number first): some entries from above.
44	O=C(NO)c1ccc(C(=O)N/N=C/c2cc(O)ccc2Br)cc1
41	C[C@H]1CN([C@@H](C)CO)C(=O)c2cc(NS(C)(=O)=O)ccc2O[C@@H]1CN(C)Cc1ccc(C(F)(F)F)cc1
46	C[C@H]1CN([C@@H](C)CO)C(=O)c2cccc(NS(C)(=O)=O)c2O[C@@H]1CN(C)S(=O)(=O)c1ccc(Cl)cc1
45	C[C@@H]1CN([C@H](C)CO)C(=O)Cc2cc(NC(=O)CCC(F)(F)F)ccc2O[C@H]1CN(C)C(=O)Nc1ccc(F)cc1
40	C[C@H]1CN([C@@H](C)CO)C(=O)c2cc(NC(=O)Nc3ccccc3)ccc2O[C@H]1CN(C)S(=O)(=O)c1ccc(Cl)cc1
43	Cc1noc(C)c1NC(=O)N(C)C[C@H]1Oc2ccc(NS(=O)(=O)c3cn(C)cn3)cc2CC(=O)N([C@H](C)CO)C[C@H]1C

| Assay by compound | 44 | 41 | 46 | 45 | 40 | 43 |
| --- | --- | --- | --- | --- | --- | --- |
| INS-1E ATP HTS | 15 | -10 | 7 | 12 | -9 | 4 |
| T cruzi HTS | -6 | -1 | -9 | -16 | 2 | -59 |

Bioassay records from PubChem.
